miR-122 sensor = inhibitors of miR-122 in Huh7 cells; Huh7 miR-122 Renilla luciferase sensor, 48 h; neutral wells = 0, positive control = 100; activation (reporter increase), % at 12.5 µM; hit rate 0.3% among 340,000; AID 602342;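 active = mean replicate activation score at least 90 and every replicate individually at or above 90; inconclusive = only one of the two criteria met; inactive = neither criterion met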;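 note: higher luciferase means less miR-122 activity so hits act as miR-122 inhibitors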
CASP6 VEID inh = blocks human caspase-6 cleavage activity; AID 686996; hit rate 0.53% among 350,000; inhibition, % at 12.5 µM; P55212; purified caspase-6, Z-VEID-R110 cleavage fluorescence;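 active = mean inhibition across replicates at least about 35%, with every replicate also reaching that limit, limit read from the data; inconclusive = only one of the two criteria met; inactive = neither criterion met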;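 note: 0% = median of neutral control wells and 100% = no fluorescence left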
SIRT5 inh = blocks human SIRT5 desuccinylation of peptide; Q9NXA8; Purified SirT5, succinyl-peptide AMC, trypsin-coupled fluorescence; inhibition, % at 15 µM; hit rate 1.1% among 330,000; in the data active = inhibition above about 15%; inconclusive = no clear call, values can overlap the other calls
CFTR F508del cor = correctors of CFTR F508del function in bronchial epithelial cells | CFBE cells, YFP halide quenching; stimulated with forskolin plus potentiator P3; % fluorescence drop versus neutral controls | activity (quench increase), % at 7.58 µM | hit rate 0.36% among 350,000;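 active = mean added fluorescence quench of at least 8% versus neutral control, with both replicates also reaching 8%; inconclusive = only one of the mean or replicate conditions met; inactive = mean below 8% and not both replicates reaching 8%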;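 note: cells transiently co-express mutant CFTR-F508del with the halide-sensitive YFP; corrector assay measuring rescue of mutant channel to the surface after 24 h compound exposure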
DENV2 CPE = inhibitors of DENV2 cytopathic effect | DENV2-infected cells, cytopathic effect rescue, plate reader | CPE inhibition, % at 9.99 µM | hit rate 1.7% among 350,000; in the data active = CPE inhibition above about 20%, passing the limit was not always enough; inconclusive = no clear call, values can overlap the other calls; tested in BHK-21 cells;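 note: 0% = median of neutral control wells and 100% = median of positive control wells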
ERAP1 inh = inhibitors of human ERAP1 aminopeptidase; inhibition, % at 10.7 µM; AID 652197; hit rate 0.15% among 340,000; Q9NZ08; recombinant ERAP1, Leu-AMC fluorescence, 60 min;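 active = mean replicate inhibition of at least 30%, or all replicates individually reaching that 30% level; inactive = mean below 30% and not every replicate reaching it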;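 note: 0% = neutral control wells and 100% = L-leucinethiol positive control wells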
Target sequence (Q9NZ08 whole entry, looked up): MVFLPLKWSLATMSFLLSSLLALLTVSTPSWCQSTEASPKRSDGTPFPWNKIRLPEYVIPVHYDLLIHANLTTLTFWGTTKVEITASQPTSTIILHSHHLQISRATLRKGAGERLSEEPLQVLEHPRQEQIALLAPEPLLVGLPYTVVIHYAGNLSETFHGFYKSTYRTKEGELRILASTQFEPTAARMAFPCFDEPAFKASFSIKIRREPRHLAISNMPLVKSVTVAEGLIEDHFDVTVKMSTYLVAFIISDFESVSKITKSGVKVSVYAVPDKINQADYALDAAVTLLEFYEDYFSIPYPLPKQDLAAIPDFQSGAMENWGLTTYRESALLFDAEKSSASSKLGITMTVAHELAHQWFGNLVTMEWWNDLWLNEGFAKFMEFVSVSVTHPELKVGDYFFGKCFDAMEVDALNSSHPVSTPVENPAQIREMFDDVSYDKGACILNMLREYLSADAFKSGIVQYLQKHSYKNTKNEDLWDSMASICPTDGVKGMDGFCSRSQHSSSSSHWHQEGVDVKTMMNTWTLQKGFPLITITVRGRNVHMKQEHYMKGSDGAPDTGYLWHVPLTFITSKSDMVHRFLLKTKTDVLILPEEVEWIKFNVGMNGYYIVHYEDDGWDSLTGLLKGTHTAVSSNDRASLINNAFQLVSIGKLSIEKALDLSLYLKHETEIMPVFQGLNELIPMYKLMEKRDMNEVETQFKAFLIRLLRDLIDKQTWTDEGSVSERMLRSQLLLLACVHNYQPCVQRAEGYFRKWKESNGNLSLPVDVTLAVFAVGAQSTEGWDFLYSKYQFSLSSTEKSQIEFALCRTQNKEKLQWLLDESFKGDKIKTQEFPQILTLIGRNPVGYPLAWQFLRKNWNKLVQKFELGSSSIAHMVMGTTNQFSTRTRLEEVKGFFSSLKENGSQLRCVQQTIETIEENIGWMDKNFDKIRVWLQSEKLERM
ERp5 inh = blocks human ERp5 reductase activity on insulin. Q15084. ERp5 insulin aggregation, absorbance 650 nm, 90 min. inhibition, % at 9.99 µM. hit rate 0.05% among 350,000. AID 651711;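 active = mean replicate inhibition above about 25%, with every replicate also reaching it, limit read from the data, passing the limit was not always enough; inconclusive = only one of those two criteria met; inactive = neither criterion met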
Numbers without * were called inactive; ? = inconclusive; · = not tested or not shown; [ ] = another dose, or the depositor's remark. Hits appear at their usual frequency, and some 4% of all compounds hit somewhere here.

SMILES	miR-122 sensor	CASP6 VEID inh	SIRT5 inh	CFTR F508del cor	DENV2 CPE	ERAP1 inh	ERp5 inh
Cc1cccnc1NC(=O)CSc1ccc2c(c1)OCCO2	·	2	-3	-0.7	18	-5	-3
NC(=O)[C@@H]1[C@@H]2C(=O)N(c3ccc(F)cc3)C(=O)[C@@H]2[C@H]2C=Cc3ccccc3N21	9	·	1	1.3	0	·	1
CCCNC(=O)C[C@@H]1C[C@H]2c3cc(NS(=O)(=O)c4ccc(OC)cc4)ccc3O[C@H]2[C@H](CO)O1	11[16.7 µM]	·	·	-0.4	-8	·	·
COc1ccc(NC(=O)CSc2nc3ccccc3c(=O)n2C)cc1	-5	0	·	-0.9	0	2	-1
COc1cccc(C2=NOC(C(=O)Nc3ccc4c(c3)OCO4)C2)c1OC (stereo not given)	·	2	-2	1.2	-5	3	0
O=C(O)c1cc(N/N=C/c2ccncc2)ccc1Cl	0	0	4	-1.2	2	·	-1
CC(C)(C(=O)N1CCC1(C)C(=O)NS(=O)(=O)c1ccc(Cl)s1)c1ccccc1 (stereo not given)	18	1	0	5.8	-6	1	1
CN(C)CCNC(=O)Cn1nc(-c2ccc(Cl)cc2)ccc1=O	·	-13	-2	0.3	-2	0	4
N=C(c1cccc([N+](=O)[O-])c1)N1CCCCCC1	·	1	-1	-2.1	-1	3	0
COc1cccc(C#Cc2ccc([C@@H]3[C@@H](CO)N4C(=O)CN(C(=O)Cc5ccccc5)C[C@@H]34)cc2)c1	·	-1	2	6.6	-8	0	-1
CC(C)C#Cc1cnc2c(c1)C(=O)N([C@@H](C)CO)C[C@H](C)[C@H](CN(C)C(=O)c1ccccc1F)O2	-12[16.7 µM]	2	-5	-2.6	0	5	-2
CC1CCN(CC(=O)NC(=O)NCc2ccccc2)CC1	-10	-1	-3	·	-1	-1	3
Cc1ccccc1-c1ccc([C@@H]2[C@H](CO)N3CCCCN(C(=O)Nc4ccc(F)cc4)C[C@@H]23)cc1	-25[16.7 µM]	0	17*	-0.7	2	1	0
Cc1c(Cc2ccccc2)c(=O)oc2cc(O)ccc12	·	5	-34	-2.8	-3	-59	-3
CCN(Cc1ccncc1)C(=O)c1ccccc1NS(=O)(=O)c1ccc(Br)cc1	6	0	-3	0.5	0	5	-4
O=C(c1ccccn1)N1CC(=O)N2[C@H](C1)[C@@H](c1ccc(C#CC3CCCC3)cc1)[C@@H]2CO	·	3	1	-1.0	-16	-1	2
C[C@@H]1CCCCO[C@H](CN(C)C(=O)NC2CCCCC2)[C@H](C)CN([C@@H](C)CO)C(=O)c2cc(NC(=O)CCCN(C)C)ccc2O1	3[16.7 µM]	-2	-3	-1.7	-3	0	-6
O=C(CN1CCOCC1)N[C@H]1CC[C@H](CCn2cc(C3CC3)nn2)O[C@H]1CO	·	1	-1	0.7	-2	0	-6
CC(C)C(=O)NNC(=O)c1ccccn1	·	1	-2	0.1	-5	-1	6
Cc1cc(/C=N/N2CCN(C)CC2)c(C)n1-c1ccccc1F	·	-45	-3	-4.1	6	3	6
Cc1cc(C(=O)NCC(=O)OCC(=O)NCC2CCCO2)ccc1[N+](=O)[O-] (stereo not given)	2	1	0	0.1	?	-2	-6
O=C(Nc1ccc(F)cc1)N1CC(=O)N2[C@H](CO)[C@@H](c3ccc(-c4ccccc4)cc3)[C@H]2C1	·	1	2	1.3	4	0	4
C[C@H](CO)N1C[C@H](C)[C@@H](CN(C)Cc2ccccc2)Oc2ccc(NS(=O)(=O)c3ccccc3)cc2C1=O	-2[16.7 µM]	-3	-3	2.2	7	1	-2
COc1ccc(-c2ccc([C@@H]3[C@@H](CO)N(C(=O)NC(C)C)[C@H]3C#N)cc2)cc1	·	-3	2	-1.0	4	1	-2
CCOCCCNC(=S)N1C2CCC1CC(NC(=O)NC1CCCCC1)C2 (stereo not given)	4	-1	-4	-3.6	19	2	4
O=C(CCN1CCCCC1)N[C@@H]1CC[C@H](CCNS(=O)(=O)c2ccc(F)cc2)O[C@@H]1CO	·	1	-2	0.6	1	2	-4
COc1ccc(C2=NN(C(=O)CCC(=O)O)C(c3ccc(F)cc3)C2)cc1 (stereo not given)	-3	-1	2	-2.4	1	-3	-1
Cn1c(-c2cccc([N+](=O)[O-])c2)[n+](C)c2ccccc21	·	0	-4	2.6	2	2	0
COc1ccc(CNC(=O)CCC(=O)N2CCN(S(=O)(=O)c3cc([N+](=O)[O-])ccc3C)CC2)cc1	1	2	2	-0.2	?	2	4
C[C@@H]1CN([C@H](C)CO)C(=O)c2cc(C3=CCCC3)cnc2O[C@@H]1CN(C)Cc1cccc(F)c1	-15[16.7 µM]	0	6	-1.6	-3	-2	-2

Part of the list above in order of heavy-atom count, smallest number first:
SMILES	miR-122 sensor	CASP6 VEID inh	SIRT5 inh	CFTR F508del cor	DENV2 CPE	ERAP1 inh	ERp5 inh
O=C(CCN1CCCCC1)N[C@@H]1CC[C@H](CCNS(=O)(=O)c2ccc(F)cc2)O[C@@H]1CO	·	1	-2	0.6	1	2	-4
O=C(Nc1ccc(F)cc1)N1CC(=O)N2[C@H](CO)[C@@H](c3ccc(-c4ccccc4)cc3)[C@H]2C1	·	1	2	1.3	4	0	4
C[C@@H]1CCCCO[C@H](CN(C)C(=O)NC2CCCCC2)[C@H](C)CN([C@@H](C)CO)C(=O)c2cc(NC(=O)CCCN(C)C)ccc2O1	3[16.7 µM]	-2	-3	-1.7	-3	0	-6

Remaining list, next part.
SMILES	miR-122 sensor	CASP6 VEID inh	SIRT5 inh	CFTR F508del cor	DENV2 CPE	ERAP1 inh	ERp5 inh
C[C@@H]1CN([C@@H](C)CO)C(=O)c2cc(NC(=O)c3ccccc3)ccc2O[C@@H](C)CCCCO[C@@H]1CN(C)Cc1ccncc1	13[16.7 µM]	2	7	-4.4	?	-1	-5
CC(C)C(=O)NC(c1ccc(Cl)cc1Cl)c1ccc2cccnc2c1O (stereo not given)	-24	3	-3	2.0	-17	1	0
Cc1cc(C)c2nc(N3CCC(C(=O)NCc4cccnc4)CC3)sc2c1	·	0	-1	-1.7	-2	16	1
O=C(CC1CC1)Nc1ccc2c(c1)[C@@H]1C[C@@H](CC(=O)N3CCc4ccccc4C3)O[C@@H](CO)[C@@H]1O2	-2[16.7 µM]	-5	3	-0.2	-5	1	1
Nc1nnc(Cc2ccccc2F)s1	-6	·	-4	-3.2	-1	-3	-2
COc1cccc(SCC2(O)CCN(C(=O)c3ccc(Cl)cc3)CC2)c1	-23	2	0	-5.3	1	-1	0
O=C(CCC1CCCN(C(=O)c2cccc(F)c2)C1)N1CCN(c2ccccn2)CC1 (stereo not given)	-9	1	-3	1.7	4	2	3
CCOc1ccc(C(C)=O)cc1CSc1nc2nc(C)cc(C)n2n1	·	-1	1	-2.1	-2	2	2
Cc1cc(NC(=O)CS(=O)(=O)c2cn(Cc3cccc(Br)c3)c3ccccc23)no1	3	-4	-1	-3.1	12	·	-2
O=C(NCc1ccc2c(c1)OCO2)OCc1ccccc1	·	-3	-4	-3.0	8	·	1
CCN(C(=O)CSc1nnc(-c2ccc(Cl)cc2)n1C)C1CCS(=O)(=O)C1 (stereo not given)	·	2	1	2.6	-6	1	4
COc1ccc(-c2c(NC(=O)c3ccco3)oc3ccccc3c2=O)cc1OC	-8	-2	·	-0.4	-3	10	4
Cc1cc(C)n(CC(=O)N2c3ccccc3Sc3ccc(C(F)(F)F)cc32)n1	6	1	4	·	-5	-3	-2
Cc1cccc(OCC(=O)Nc2nnc(S(=O)(=O)N3CCCCCC3)s2)c1	-6	-7	-1	-3.9	2	2	-4
C[C@@H]1CN([C@@H](C)CO)C(=O)Cc2cc(NC(=O)C3CCCCC3)ccc2O[C@@H]1CN(C)C(=O)Nc1ccc(C(F)(F)F)cc1	14[16.7 µM]	-2	-8	-2.9	3	0	1

Arranged by value in miR-122 sensor (lowest first): 6 of the compounds above
SMILES	miR-122 sensor	CASP6 VEID inh	SIRT5 inh	CFTR F508del cor	DENV2 CPE	ERAP1 inh	ERp5 inh
CC1CCN(CC(=O)NC(=O)NCc2ccccc2)CC1	-10	-1	-3	·	-1	-1	3
COc1ccc(-c2c(NC(=O)c3ccco3)oc3ccccc3c2=O)cc1OC	-8	-2	·	-0.4	-3	10	4
Nc1nnc(Cc2ccccc2F)s1	-6	·	-4	-3.2	-1	-3	-2
COc1ccc(C2=NN(C(=O)CCC(=O)O)C(c3ccc(F)cc3)C2)cc1 (stereo not given)	-3	-1	2	-2.4	1	-3	-1
Cc1cc(NC(=O)CS(=O)(=O)c2cn(Cc3cccc(Br)c3)c3ccccc23)no1	3	-4	-1	-3.1	12	·	-2
CCOCCCNC(=S)N1C2CCC1CC(NC(=O)NC1CCCCC1)C2 (stereo not given)	4	-1	-4	-3.6	19	2	4

More results follow.
SMILES	miR-122 sensor	CASP6 VEID inh	SIRT5 inh	CFTR F508del cor	DENV2 CPE	ERAP1 inh	ERp5 inh
C[C@H]1CN([C@@H](C)CO)C(=O)Cc2cc(NS(=O)(=O)c3ccc(Cl)cc3)ccc2O[C@@H]1CN(C)Cc1ccc(Oc2ccccc2)cc1	0[16.7 µM]	0	17*	-0.1	0	-1	16
Cn1c(COc2ccc([N+](=O)[O-])cc2)nnc1SCC(=O)NCC1CCCO1 (stereo not given)	·	-4	1	2.0	-9	-2	4
COc1ccc(S(=O)(=O)N(C)C[C@@H]2Oc3c(NC(=O)Nc4ccc(F)cc4)cccc3C(=O)N([C@@H](C)CO)C[C@@H]2C)cc1	1[16.7 µM]	0	1	-0.5	-1	-1	-4
CCN1C[C@@H]2[C@@H]3C(=O)N(C)C(=O)[C@@H]3[C@](C)(C1=O)N2C(=O)c1ccc(Cl)cc1	-6	-2	-4	-3.3	-9	-6	-4
CCC(=O)Nc1ccc2c(c1)C(=O)N(C)[C@H]1CC[C@@H](CC(=O)NCCc3ccncc3)O[C@@H]1CO2	-3[16.7 µM]	-1	-4	-0.3	3	1	-2
O=c1[nH]c2c(c(=O)[nH]1)CCCCCC2	6	1	2	-4.0	18	1	-2
C[C@@H]1CCCCO[C@@H](CN(C)C(=O)c2ccccc2)[C@H](C)CN([C@H](C)CO)C(=O)c2cc(NC(=O)NC3CCCCC3)ccc2O1	-5[16.7 µM]	2	0	0.8	1	0	-5
CCOc1ccc(OCC)c(NC(=O)CC2Oc3ccccc3NC2=O)c1 (stereo not given)	6	1	·	-3.4	8	·	1
COc1ccc(N2C(=O)/C(=C3/C=CC=CN3C)SC2=S)cc1	·	-6	·	·	-2	3	-3
COc1ccc(C(=O)NNC(=O)C(NC(=O)c2cc(OC)cc(OC)c2)C(C)C)cc1 (stereo not given)	0	-2	-1	-5.9	11	0	1
CCOC(=O)N1CCN(CC(O)c2ccc3cc[nH]c3c2)CC1 (stereo not given)	-4	-2	0	-3.6	3	3	3
Cn1cnc(C(=O)N2CCc3ccccc3C2)c1C(=O)N1CCc2ccccc2C1	-5	2	·	1.4	-6	24	6
Cn1c(C(=O)N2CCC(C(N)=O)CC2)cc2c(=O)n(C)c3ccccc3c21	·	-1	·	3.4	1	-3	1
COc1ccc2c3c(n(C)c2c1)[C@@H](CO)N(C(=O)CC1CC1)CC31CCN(C(=O)C2CCCC2)CC1	·	2	2	2.5	-3	5	-4
CC=Cc1ccc2n(c1=O)C[C@H]1[C@H](CO)[C@@H](C(=O)NC3CCC3)[C@@H]2N1Cc1ccccc1 (mixture of isomers)	-3[16.7 µM]	-1	-7	-2.5	-3	0	-1
O=c1[nH]c2nc(Br)[nH]c(=O)c2[nH]1	-5	0	·	-0.1	2	12	-3
Cc1ccccc1CC(=O)Nc1ccc2c(c1)CCC2	11	-3	-2	1.0	-1	-1	5
COCCNC(=O)c1cc2c(c(-c3cccc(C4=CCCCC4)c3)n1)[C@@H](CCO)N([S@](=O)C(C)(C)C)C2	·	-2	3	-2.4	-9	4	14
COc1ccc(OC)c(NC(=O)CN(C)S(=O)(=O)c2ccc(Cl)cc2)c1	-1	-3	-1	0.4	12	1	-3
O=C(NCc1ccccc1Cl)[C@H]1CCCN1C(=O)[C@H]1CCCN1C(=O)c1ccc(Cl)cc1	·	-2	-3	-0.2	-7	·	-2
COc1ccc(-c2noc(Cc3ccc(Cl)cc3)n2)cc1OC	-3	0	-1	-1.0	16	4	-1

Screens: PubChem, Broad Institute
